# From PubChem
# MITF inh – blocks human microphthalmia-associated transcription factor. O75030. AlphaScreen MITF homodimerization, bead proximity signal. inhibition, % at 2.6 µM. 0.91% of 650,000 active. AID 1259374; in the data active means inhibition above about 50%;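 further: 0% = vehicle wells with protein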
# TEAD-YAP block – TEAD-YAP interaction inhibition; HEK-TIYL cells, TEAD-Gal4/YAP UAS-luciferase luminescence; inhibition, % at 9.12 µM; 1.4% of 640,000 active; in the data active means inhibition above about 32%;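 further: 0% = median of test compound wells and 100% = reference inhibitor wells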
# GPR151 activ – activators of human GPR151. AID 1508602. activation, % at 11.2 µM. 1% of 650,000 active. PathHunter beta-arrestin GPR151 cells, luminescence. Q8TDV0; in the data active means activation above about 4.9%;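 further: 0% = median of compound wells and 100% = cells with positive control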
# FBW7 act – activators of human E3 ligase FBW7; Q969H0; AlphaScreen FBW7–phospho-cyclin E peptide binding, activator screen; normalized activity (activation), % at 26.1 µM; 0.13% of 650,000 active; AID 1259310; in the data active means normalized activity above about 1.9%;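 further: purified mutant Fbw7 with reduced substrate affinity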
# Target sequence (Q969H0 whole entry, looked up): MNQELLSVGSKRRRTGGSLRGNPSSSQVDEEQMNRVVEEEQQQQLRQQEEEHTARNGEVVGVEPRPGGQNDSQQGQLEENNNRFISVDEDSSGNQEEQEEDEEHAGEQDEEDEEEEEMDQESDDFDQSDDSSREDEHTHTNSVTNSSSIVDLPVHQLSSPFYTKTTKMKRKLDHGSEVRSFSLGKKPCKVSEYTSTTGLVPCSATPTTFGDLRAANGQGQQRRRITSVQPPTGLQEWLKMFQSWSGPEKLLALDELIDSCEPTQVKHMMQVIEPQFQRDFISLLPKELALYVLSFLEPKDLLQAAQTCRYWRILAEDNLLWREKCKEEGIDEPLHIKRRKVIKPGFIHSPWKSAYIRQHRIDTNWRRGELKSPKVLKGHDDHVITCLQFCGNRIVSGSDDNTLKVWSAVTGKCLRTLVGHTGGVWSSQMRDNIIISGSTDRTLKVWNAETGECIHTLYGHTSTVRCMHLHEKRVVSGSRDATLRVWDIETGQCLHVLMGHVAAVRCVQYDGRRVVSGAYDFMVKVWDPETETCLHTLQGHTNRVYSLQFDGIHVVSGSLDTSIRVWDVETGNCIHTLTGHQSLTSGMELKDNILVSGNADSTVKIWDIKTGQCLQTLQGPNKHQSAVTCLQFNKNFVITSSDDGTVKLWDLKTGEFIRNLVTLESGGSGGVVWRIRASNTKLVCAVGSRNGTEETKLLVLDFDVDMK
# Starred values were filed as active, the others as inactive; & = joins results of further samples.
molecule	MITF inh	TEAD-YAP block	GPR151 activ	FBW7 act
COc1ccc(CNC(=O)/C=C2/c3ccccc3CC(C)(C)N2C)cc1OC	16.5	-1.8	-1.2	0.0
CCOc1ccc(C2C(C#N)=C(N)SC(N)=C2C#N)cc1	13.7	-22.0	1.5	0.1
CCN(CC)S(=O)(=O)c1ccc(/C=C/C(=O)Oc2ccc(C(C)=O)cc2)cc1	-3.7	3.0	1.6	-0.1
O=C(COC(=O)c1cccc([N+](=O)[O-])c1)Nc1ncc(Br)s1	2.1	2.3	-0.7	-0.1
O=C(NCCc1ccco1)C(=O)NCC(c1ccco1)S(=O)(=O)c1cccs1 (stereo not given)	-8.3	5.6	0.2	0.0
Cc1ccc(S(=O)(=O)N(C)Cc2nc(-c3ccc(Cl)cc3)no2)cc1	3.9	-4.1	4.6	0.0
O=C(Nc1nnc(C(F)(F)F)s1)C1CCCCC1	17.4	-4.5	0.4	1.1
CCOC(=O)C1=C(C)N=c2s/c(=C\c3c(OCC)ccc4ccccc34)c(=O)n2C1c1ccc(Cl)cc1 (stereo not given)	-0.1	-6.1	0.2	0.1
Cc1ccccc1OC(C)C(=O)O/N=C(\N)c1ccccc1 (stereo not given)	-10.5	-7.3	0.6	0.0
Cc1ccc(NC(=O)c2ccccc2N)cc1	-7.4	-18.7	-2.2	0.1
O=C(NCc1nc(-c2cccnc2)n[nH]1)Nc1ccccc1C(F)(F)F	12.1	3.3	0.5	-0.1
O=C(Nc1c2c(nn1-c1ccc([N+](=O)[O-])cc1)CS(=O)(=O)C2)C1(c2ccc(Cl)cc2)CCCC1	-1.6	0.8	1.5	-0.1
CCc1cccc(C)c1NC(=O)c1ccccc1N(C)S(C)(=O)=O	8.0	-3.7	1.8	-0.1
COc1cccc(NS(=O)(=O)c2ccc3c(c2)oc(=O)n3C)c1	9.5	7.7	1.5	0.0
CCN(CC)C(=O)c1cn(C)c(=O)c2cc(OC)c(OC)cc12	-13.3	1.0	-0.3	-0.1
Nc1nc(SCC(=O)Nc2cc(S(=O)(=O)N3CCOCC3)ccc2Cl)n[nH]1	9.9	3.2	3.8	0.0
FC(F)(F)c1ccc(Cn2cnc3c(Nc4ccc5c(c4)OCO5)nc(Nc4ccc(-n5ccnc5)cc4)nc32)cc1	6.0	-0.9	-0.4	0.5
CC(C)(C)c1cc(C(=O)O)c(CN2CCOCC2)o1	7.2	15.2	-1.1	0.0
O=C1OC(OC(=O)c2ccco2)C(Cl)=C1Cl (stereo not given)	8.9	6.6	-0.4	0.6
O=C1OC(c2ccc3c(c2)OCO3)=N/C1=C\c1ccccc1	-2.3	-47.8	0.8	0.0
O=C(Nc1nccs1)c1cc(-c2ccccn2)nc2c(Cl)cccc12	-12.8	-0.3	-1.3	-0.3
COc1ccc(CN(C(=O)c2ccn[nH]2)C(C(=O)NC(C)(C)C)c2ccc(F)cc2)cc1 (stereo not given)	6.3	8.7	-0.5	0.1
CCCCN(C)C(=O)c1nc2ccccn2c1CNCCn1ccc2ccccc21	-0.7	3.1	0.7	0.3
OCCC1CN(Cc2cn[nH]c2C2CCCCC2)CCN1Cc1cccs1 (stereo not given)	2.8	0.2	2.3	-0.1
CC(C)=NNC(=O)Cc1c[nH]c2cccc(OCC(O)CNC(C)(C)C)c12 (stereo not given)	10.8	3.0	0.0	0.4
CC(C)NC(=O)Nc1ccccc1NC(=O)c1cccc(Cl)c1	14.5	1.8	2.3	0.1
Cn1c(SCC(=O)NC2CCCCC2)nnc1-c1ccncc1	-12.6	-0.7	-1.3	-0.1
CC(C)CC(NC(=O)C(C)NC(=O)CNC(=O)C(NC=O)C(C)C)C(=O)NC(C)C(=O)NC(C(=O)NC(C(=O)NC(C(=O)NC(Cc1c[nH]c2ccccc12)C(=O)NC(CC(C)C)C(=O)NC(Cc1c[nH]c2ccccc12)C(=O)NC(CC(C)C)C(=O)NC(Cc1c[nH]c2ccccc12)C(=O)NC(CC(C)C)C(=O)NC(Cc1c[nH]c2ccccc12)C(=O)NCCO)C(C)C)C(C)C)C(C)C (stereo not given)	-4.8	84.3*	23.5*	-0.1
Cc1ccccc1CSc1nc2nc(C)c(Cc3ccccc3Cl)c(C)n2n1	-3.4	4.1	1.0	0.0
CC(C)[C@H](N)C(=O)OCCOCn1cnc2c(=O)[nH]c(N)nc21	1.8&-2.4	-2.8&-13.7	4.0&-1.4	0.1&0.3
CCOC(=O)c1c(NC(=O)c2ccc(Br)cc2)sc2c1CC(C)(C)OC2	6.6	2.2	1.7	-0.1
CCC(C)c1ccccc1OCCNCCN(C)C (stereo not given)	67.3*	-0.5	1.2	0.2
Cc1ccc(NC(=O)Cn2c(-c3nonc3N)nc3ccccc32)cc1Cl	3.7	-10.5	3.2	-0.1
CC(c1ccon1)N(C)C(=O)CC1(c2ccccc2F)CC(=O)N(CCN(C)C)C1=O (stereo not given)	-15.2	-6.9	0.8	0.2
CCOC(=O)C1=C(c2ccccc2)NC(=O)NC1c1ccccc1F (stereo not given)	-7.3	-7.3	0.2	0.0
N#CCCSc1ccccc1NC(=O)c1ccc(S(=O)(=O)N2CCc3ccccc32)cc1	-2.6	10.4	1.9	0.0
NC(=O)Nc1ccc(C(=O)Nc2ccc(N3CCOCC3)cc2)cc1	2.5	3.0	0.7	0.2
Cc1nc(N2CCOCC2)nc(N2CCC(C)CC2)c1[N+](=O)[O-]	6.2	-1.3	3.0	0.0
CCOC(=O)CC(=O)CSc1nc2ccsc2c(=O)n1Cc1ccccc1F	14.2	8.0	0.8	0.0
COc1ccc(NC(=S)Nc2ccccc2)cc1	-7.2	-55.9	1.2	-0.1
O=C(COC(=O)CCc1ccccc1)Nc1ccc2c(c1)OCO2	6.6	11.3	-0.1	0.2
COc1ccc(-c2nc3scc(CCNC(=O)C(=O)Nc4cccc(F)c4)n3n2)cc1	-2.3	-37.8	0.0	-0.1
Cc1cc(NCCN2CCCCCC2)n2c(nc3ccccc32)c1C#N	12.4	-8.9	1.6	2.1*
Nc1nnc(SCC(=O)c2cccc3ccccc23)s1	4.2	-36.6	0.2	-0.1
COc1ccc(/C=C/C(=O)Nc2nnc(C(F)(F)F)s2)cc1OC	4.1	6.2	1.0	-0.2
Cc1cn2c(=O)c(C(=O)NC(CO)CC(C)C)cnc2s1 (stereo not given)	3.8	-8.8	0.8	-0.4
CCN(CC)CCNC(=O)CNC(=O)c1nn(-c2ccc(OC)c(OC)c2)c(=O)c2ccccc12	13.6	-1.3	0.1	0.2
COc1cccc(C(CNS(=O)(=O)c2cccc3ccccc23)N2CCOCC2)c1 (stereo not given)	5.7	-12.6	0.0	0.2
CCCNC(=O)C1CCN(c2nc(C)cc(C)n2)CC1	-7.5	9.3	-0.1	-0.2
O=C1CSc2nnc(-c3cccs3)n21	12.2	3.6	-1.3	0.2

# No new results follow: entries from further up.
molecule	MITF inh	TEAD-YAP block	GPR151 activ	FBW7 act
CC(C)NC(=O)Nc1ccccc1NC(=O)c1cccc(Cl)c1	14.5	1.8	2.3	0.1
Cn1c(SCC(=O)NC2CCCCC2)nnc1-c1ccncc1	-12.6	-0.7	-1.3	-0.1
CC(C)CC(NC(=O)C(C)NC(=O)CNC(=O)C(NC=O)C(C)C)C(=O)NC(C)C(=O)NC(C(=O)NC(C(=O)NC(C(=O)NC(Cc1c[nH]c2ccccc12)C(=O)NC(CC(C)C)C(=O)NC(Cc1c[nH]c2ccccc12)C(=O)NC(CC(C)C)C(=O)NC(Cc1c[nH]c2ccccc12)C(=O)NC(CC(C)C)C(=O)NC(Cc1c[nH]c2ccccc12)C(=O)NCCO)C(C)C)C(C)C)C(C)C (stereo not given)	-4.8	84.3*	23.5*	-0.1
Cc1ccccc1CSc1nc2nc(C)c(Cc3ccccc3Cl)c(C)n2n1	-3.4	4.1	1.0	0.0
CC(C)[C@H](N)C(=O)OCCOCn1cnc2c(=O)[nH]c(N)nc21	1.8&-2.4	-2.8&-13.7	4.0&-1.4	0.1&0.3
CCOC(=O)c1c(NC(=O)c2ccc(Br)cc2)sc2c1CC(C)(C)OC2	6.6	2.2	1.7	-0.1
CCC(C)c1ccccc1OCCNCCN(C)C (stereo not given)	67.3*	-0.5	1.2	0.2
Cc1ccc(NC(=O)Cn2c(-c3nonc3N)nc3ccccc32)cc1Cl	3.7	-10.5	3.2	-0.1
CC(c1ccon1)N(C)C(=O)CC1(c2ccccc2F)CC(=O)N(CCN(C)C)C1=O (stereo not given)	-15.2	-6.9	0.8	0.2
CCOC(=O)C1=C(c2ccccc2)NC(=O)NC1c1ccccc1F (stereo not given)	-7.3	-7.3	0.2	0.0
N#CCCSc1ccccc1NC(=O)c1ccc(S(=O)(=O)N2CCc3ccccc32)cc1	-2.6	10.4	1.9	0.0
NC(=O)Nc1ccc(C(=O)Nc2ccc(N3CCOCC3)cc2)cc1	2.5	3.0	0.7	0.2
Cc1nc(N2CCOCC2)nc(N2CCC(C)CC2)c1[N+](=O)[O-]	6.2	-1.3	3.0	0.0
CCOC(=O)CC(=O)CSc1nc2ccsc2c(=O)n1Cc1ccccc1F	14.2	8.0	0.8	0.0
COc1ccc(NC(=S)Nc2ccccc2)cc1	-7.2	-55.9	1.2	-0.1
O=C(COC(=O)CCc1ccccc1)Nc1ccc2c(c1)OCO2	6.6	11.3	-0.1	0.2
COc1ccc(-c2nc3scc(CCNC(=O)C(=O)Nc4cccc(F)c4)n3n2)cc1	-2.3	-37.8	0.0	-0.1
Cc1cc(NCCN2CCCCCC2)n2c(nc3ccccc32)c1C#N	12.4	-8.9	1.6	2.1*
Nc1nnc(SCC(=O)c2cccc3ccccc23)s1	4.2	-36.6	0.2	-0.1

# Back to the main list, repeating the 4 entries before the break.
molecule	MITF inh	TEAD-YAP block	GPR151 activ	FBW7 act
CCN(CC)CCNC(=O)CNC(=O)c1nn(-c2ccc(OC)c(OC)c2)c(=O)c2ccccc12	13.6	-1.3	0.1	0.2
COc1cccc(C(CNS(=O)(=O)c2cccc3ccccc23)N2CCOCC2)c1 (stereo not given)	5.7	-12.6	0.0	0.2
CCCNC(=O)C1CCN(c2nc(C)cc(C)n2)CC1	-7.5	9.3	-0.1	-0.2
O=C1CSc2nnc(-c3cccs3)n21	12.2	3.6	-1.3	0.2
O=C(CCCn1c(SCC(=O)NCCC2=CCCCC2)nc2ccsc2c1=O)NCCc1ccccc1	1.5	11.4	-0.7	0.0
CCOC(=O)C1=C(C)N=C2SCC(=O)N2C1c1ccc(-c2cccc([N+](=O)[O-])c2)o1 (stereo not given)	3.5	-12.7	0.9	0.2
CCOc1ccc(-n2nc(C(=O)Nc3ccc(Cl)cn3)c3ccccc3c2=O)cc1	3.6	-7.4	0.0	0.1
Cc1ccc(NC(=O)C2CCC(CNc3c(N4CCCCC4)c(=O)c3=O)CC2)cc1 (stereo not given)	14.2	1.6	0.6	-0.1
CNC(=O)/C(C#N)=C\c1ccc(CNS(=O)(=O)c2ccccc2)o1	7.6	1.9	-0.9	0.8
CC(C)c1cc(C(C)C)c(S(=O)(=O)NC2CCCCCC2)c(C(C)C)c1	1.6	-2.7	-0.7	0.2
COc1ccc(N2CCN(CC(=O)N3c4ccccc4CC3C)CC2)cc1 (stereo not given)	64.8*	4.5	0.9	0.8
COC(=O)C1=C(C)N(C)C(=O)NC1c1cc(OC)c(O)c([N+](=O)[O-])c1 (stereo not given)	-1.3	-6.2	-0.6	0.0
COC(=O)c1nc2n(n1)C(c1ccccc1C)C1=C(CCCC1=O)N2 (stereo not given)	11.9	10.0	-0.7	0.1
Cc1ccccc1NC(=O)COC(=O)CN1C(=O)NC(C)(C)C1=O	1.9	-7.2	2.6	0.0
O=C(CN1CCN(Cc2ccc(Cl)c(Cl)c2)CC1)c1ccco1	60.6*	-0.7	-0.4	-0.4
O=C(NC1CC1)c1ccc(-c2cccc(C(=O)Nc3ccc(Oc4ccccc4)cc3)n2)cc1	7.7	-2.8	1.4	-0.1
COc1cccc2c1OC1(CCN(C(=O)c3ccc4nonc4c3)CC1)OC2	11.6	1.6	-0.1	0.3
COC(=O)CNC(=O)c1ccc(C)cc1	-17.0	2.5	-0.1	0.0
COc1ccc(NC(=O)C2CC(c3ccco3)NS(=O)(=O)N2C)cc1OC (stereo not given)	3.5	-0.5	-0.4	0.0
Cc1onc(-c2ccccc2)c1C1=N/C(=C\c2ccc(C(C)C)cc2)C(=O)O1	14.1	4.4	0.9	0.1
Cc1ccc(-c2nnc(-c3ccccc3C)o2)cc1	5.5	-32.8	-2.6	0.3
CCCNCCC1CCC(=O)N1CCc1ccccc1OC (stereo not given)	1.4	6.9	2.3	-0.1
NC(=O)c1cc(Cc2ccccc2)sc1NC(=O)c1ccco1	20.7	-45.8	-0.4	-0.1
CCc1ccc(NC(=O)c2ccc(N3CCCC3)c([N+](=O)[O-])c2)cc1	10.7	-19.2	0.5	-0.3
